Screening results: PubChem BioAssay, National Center for Advancing Translational Sciences (NCATS)
PTHR1 ag: qHTS for PTHR1 Agonists: Primary Screen; HEK293 GP2 PTHR1 cells, GloSensor cAMP luminescence, 1 h; Potency, µM (series often up to 115 µM), inactives show at the highest dose activation, actives largely listed as activators; 410,000 tested, 0.075% active; note: potency is the fitted concentration of half-maximal effect; nearly all actives have a fitted effect of over 55% in size; some results filed as inactive show a strong effect at the top dose; inactives centre near -15; many of its hits are not listed in these tables
Target sequence (Q03431 whole entry, looked up): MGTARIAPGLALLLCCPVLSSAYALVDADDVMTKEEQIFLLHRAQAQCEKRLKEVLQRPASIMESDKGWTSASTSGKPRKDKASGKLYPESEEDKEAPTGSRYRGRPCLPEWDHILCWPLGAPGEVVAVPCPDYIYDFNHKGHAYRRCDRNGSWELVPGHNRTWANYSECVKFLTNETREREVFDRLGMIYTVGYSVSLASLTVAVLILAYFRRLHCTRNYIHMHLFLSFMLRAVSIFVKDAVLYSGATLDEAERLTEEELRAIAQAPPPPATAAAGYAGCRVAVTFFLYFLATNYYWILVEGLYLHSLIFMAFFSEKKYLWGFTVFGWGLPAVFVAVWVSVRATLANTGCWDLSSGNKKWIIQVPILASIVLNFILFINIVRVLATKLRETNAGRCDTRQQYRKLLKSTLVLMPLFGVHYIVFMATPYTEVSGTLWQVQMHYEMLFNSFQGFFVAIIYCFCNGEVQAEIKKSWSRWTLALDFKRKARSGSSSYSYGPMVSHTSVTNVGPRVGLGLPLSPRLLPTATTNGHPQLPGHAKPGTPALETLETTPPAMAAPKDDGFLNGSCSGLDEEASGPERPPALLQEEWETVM
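HEK-293-derived GP2 cells expressing PTHR1 and a GloSensor cAMP reporter, 3,000/well, plated overnight, given luciferin plus IBMX (each 0.5 mM as added) for 1 h at 37 °C, then compound for 1 h at 37 °C. Luminescence was read after 15 min at room temperature.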
D3 antag: qHTS of D3 Dopamine Receptor Antagonist: qHTS; D(3) dopamine receptor (Homo sapiens), P35462; D3R cells, DiscoveRx beta-arrestin luminescence, antagonist mode; active compounds read low; max response, negative = inhibition, %; 360,000 tested, 2.5% active; AID 652054, 2013; in the data active = max response below about -50%; inconclusive = no clear call, values can overlap the other calls; note: % is set by controls: 0 for no effect and ±100 for the full control effect; mostly tested at two doses, the higher about 12 µM
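Cells expressing the human receptor were seeded at 1500 cells/well, incubated overnight at 37 degrees C in 5% CO2, then exposed to library compounds with dopamine controls for 90 minutes at 37 degrees C before luminescent detection.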
TDP43 rescue: qHTS of TDP-43 Inhibitors; AID 652104, 2013; TDP-43 expressing yeast growth rescue, BacTiter-Glo, 24 h; 410,000 tested, 1.8% active; Potency, µM (doses to about 46.1 µM), for the others: at the highest dose growth rescue (activation), usual class: activators; note: potency is the fitted concentration of half-maximal effect; % of control where 0% means no effect; nearly all actives have a fitted effect of over 50% in size
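Cell-based yeast growth screen: TDP-43 expression induced in galactose, inoculum OD600=0.02 after raffinose pregrowth to mid-log. Read-out BacTiter-Glo luminescence at 24 hr, 30 deg C; inhibition of toxicity seen as signal increase.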
GLP1R inv ag: qHTS of GLP-1 Receptor Inverse Agonists (Inhibition Mode); AID 624417, 2012; Potency, µM (doses to about 38.3 µM), inactives show at the highest dose activity change, negative = inhibition, most hits filed as inhibitors; HEK293 GLP-1R CRE-luciferase, luminescence, 24 h; GLP-1R form is constitutively active; 410,000 tested, 1.6% active; note: potency is the fitted concentration of half-maximal effect; % is set by controls: 0 for no effect and ±100 for the full control effect; nearly all actives have a fitted effect of over 55% in size
Target sequence (P43220 whole entry, looked up): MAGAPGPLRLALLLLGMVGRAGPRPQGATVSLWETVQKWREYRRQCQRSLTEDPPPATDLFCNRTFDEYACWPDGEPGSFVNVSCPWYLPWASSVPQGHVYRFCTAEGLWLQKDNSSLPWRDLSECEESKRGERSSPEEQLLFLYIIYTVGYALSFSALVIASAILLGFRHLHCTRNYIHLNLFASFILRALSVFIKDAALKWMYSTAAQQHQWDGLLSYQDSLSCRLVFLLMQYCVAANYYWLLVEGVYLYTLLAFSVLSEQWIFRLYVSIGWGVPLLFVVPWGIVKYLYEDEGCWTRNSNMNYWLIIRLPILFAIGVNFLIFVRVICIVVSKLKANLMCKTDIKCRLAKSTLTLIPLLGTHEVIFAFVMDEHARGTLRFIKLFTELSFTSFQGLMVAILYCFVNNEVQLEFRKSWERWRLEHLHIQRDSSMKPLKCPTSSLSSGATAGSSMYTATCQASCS
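HEK293 cells stably co-expressing constitutively active GLP-1R and a cAMP-responsive luciferase reporter were seeded in DMEM with 10% Nu serum, given compounds after 12 h, and incubated 24 h at 37 deg C. Luminescence was then read.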
GLP1R ag: qHTS of GLP-1 Receptor Agonists | Glucagon-like peptide 1 receptor (Homo sapiens), P43220 | HEK293 GLP-1R CRE-luciferase, luminescence, 4-6 h; cells express a hypersensitive GLP-1R form | Potency, µM (series often up to 45.6 µM), for inactives: at the highest dose activation, hits mostly activators | 380,000 tested, 0.007% active; note: potency is the fitted concentration of half-maximal effect; % of control where 0% means no effect
Abeta rescue: qHTS for compounds that reverse cellular toxicity of Amyloid beta (A-beta) peptide in yeast: Primary Screen; 410,000 tested, 0.063% active; Potency, µM (top dose mostly 46.1 µM), for inactives: at the highest dose growth rescue, hits mostly activators; yeast expressing A-beta42, growth rescue, OD600, 48 h; response scale: 0% DMSO, 100% iron-clioquinol control; note: potency is the fitted concentration of half-maximal effect; nearly all actives have a fitted effect of over 55% in size
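Growth rescue measured by 600 nm absorbance after 48 h yeast culture at 30 C with compound. Values normalized between DMSO and an equimolar ferric chloride plus clioquinol control.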
Akt phos inh: HTS Assay for Inhibitors of Akt Phophorylation: Primary Screen; Neuro2A IGF-stimulated pAkt S473 HTRF, 20 min; active compounds read low; activity change, % for hits at 50 µM; 360,000 tested, 0.32% active; AID 651550, 2012; in the data active = activity change below about -80%; inconclusive = mostly about -51% to -80%; note: % is set by controls: 0 for no effect and ±100 for the full control effect
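Neuro2A cells in DMEM with 0.5% FBS, overnight at 37 deg C, given compound at single 50 µM final, then IGF (6 nM final) for 20 min at 37 deg C. Lysed; phospho-Akt Ser473 by HTRF after 24 h, 665/615 ratio.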
aSyn rescue: qHTS of alpha-syn Inhibitors. Yeast expressing alpha-synuclein, growth rescue, BacTiter-Glo, 24 h. Potency, µM (top dose mostly 46.1 µM), inactives show at the highest dose growth rescue (activation), hits mostly activators. 370,000 tested, 0.14% active; note: potency is the fitted concentration of half-maximal effect; % of control where 0% means no effect; nearly all actives have a fitted effect of over 65% in size
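Galactose-induced alpha-syn yeast (OD600=0.02, raffinose-pregrown) + pinned cpd, 24 hr, 30 deg C; growth by BacTiter-Glo luminescence. Growth restoration scores as activation.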
FUS yeast rescue: qHTS for Suppressors of FUS Proteinopathy: Primary screen using FUS-linked yeast assay; Potency, µM (top dose mostly 76.6 µM), for inactives: top-dose growth rescue (activation), most hits filed as activators; 390,000 tested, 0.24% active; S. cerevisiae FUS-expressing, growth rescue, OD600, 24 h;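 note: potency is the fitted concentration of half-maximal effect; plate controls were DMSO vehicle for no effect and reference control for full effect; nearly all actives have a fitted effect of over 55% in size; some results filed as inactive show a strong effect at the top dose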
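Quantitative HTS measuring growth restoration of FUS-toxic yeast. Galactose-induced cells (OD 0.005) were exposed 24hr at 30C to compounds at several concentrations, then absorbance at 600 nm was recorded.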
Numbers without * were called inactive; i = inactive; ? = inconclusive; . = not tested or not shown; & = joins results of further samples; [ ] = dose if it differs, or a comment. Unless noted, calls come from the whole dose curve; as a rule, active = well fitted curve in the direction sought with a large enough effect; inconclusive = small, poorly fitted or top-dose-only effect, or another doubt; inactive = no such curve, though single readings can be large; an effect the other way counts as inactive or inconclusive. An excerpt, so the mix of outcomes need not match the whole.

Structure,PTHR1 ag,D3 antag,TDP43 rescue,GLP1R inv ag,GLP1R ag,Abeta rescue,Akt phos inh,aSyn rescue,FUS yeast rescue
O=Nc1c2ccc[nH]c-2c2ccc([N+](=O)[O-])cc12,24%,-13,-16%[0.397 µM],39%[activator],9%,10%,i,-4%,-8%
CCN1CCN(S(=O)(=O)c2ccc(-c3cc(C)no3)s2)CC1,i,8,3%,-20%,-4%,-3%,i,4%,-37%
COc1ccccc1C(=O)NC(=S)N1CCCc2ccccc21,i,-16,0%,-5%,5%,-7%,i,1%,23%
Cc1ccc(/C=C2\CCCC3=C2NC(=S)NC3c2ccc(C)cc2)cc1 (configuration not stated),i,?,14%,-25%,-11%,4%,i,6%,.
CCOC(=O)c1cnc2c(C)cccc2c1Nc1cccc(C(=O)O)c1,i,-20,-3%,21%,5%,7%,i,0%,-3%
Cc1ccnc(NS(=O)(=O)c2ccc(N3C(=O)Nc4ccccc4N3O)cc2)c1,-27%,-8,-1%,8%,0%,-15%,i,4%,-3%
CN(C(=O)CSc1nc2ccccc2[nH]1)C1CCS(=O)(=O)C1 (configuration not stated),i,7,10%,6%,-6%,0%,i,4%[1.84 µM],23%
CCOc1ccc(NC(=O)CSc2ccccc2N)cc1,i,8,-4%,?,6%,-9%,i,2%,-9%
Cc1ccc(CNc2ncccc2-c2nc3cc(Cl)ccc3o2)cc1,i,14,2%,0%,-6%,8%,i,-3%,5%
COc1ccccc1C1/C(=C(\O)c2ccc3c(c2)OCCO3)C(=O)C(=O)N1Cc1cccnc1 (configuration not stated),0%,-9,-3%,4%,-4%,.,i,-13%,?
O=C(CNC(=O)c1ccccc1)NCCO,i,16,-9%,-7%,12%,1%,i,1%,-14%
Cc1cccc(N2CCN(c3ccc(C(=O)O)cc3NC(=O)c3cccc(Cl)c3)CC2C)c1 (configuration not stated),i,.,-79%[inhibitor],-26%,.,-31%,.,.,?
COc1ccc(-c2cc(C(=O)NCCc3ccc(OC)c(OC)c3)c3ccccc3n2)cc1,i,.,9%,14%,.,11%,.,.,12%
O=C(NN=C1CCCCCC1)C(=O)Nc1cccc(Br)c1,-22%,12,10%,11%,1%,-18%,i,-8%,21%
Cc1ccc(C(c2sc3nc(C)nn3c2O)N2CC(C)OC(C)C2)cc1 (configuration not stated),i,-1,-7%,0%,-4%,-9%,i,7%,13%
COc1ccc(OC)c(NC(=O)Cn2cc(C(=O)c3ccco3)c3ccccc32)c1,-23%,7,-19%,0%,-1%,20%,i,13%,4%
CCCN(CC(=O)Nc1ccccc1C)C(=O)/C=C/c1ccc(OCC)c(OC)c1,5%,-12,5%,29%,2%,-9%,i,-4%,24%
Cc1nc(NC(=O)CSc2nnnn2C)sc1C,-1%[57.5 µM],-18,1%,3%,-4%,-2%,i,-1%,25%
CN(C)C(CNC(=O)c1cccc(S(=O)(=O)Nc2ccc(Br)cc2)c1)c1ccco1 (configuration not stated),i,?,0%,13µM*,12%,-3%,i,?,?
COc1ccc2c(c1)OC13CCCCC1C2C(C(=O)c1ccccc1)C(=O)N3 (configuration not stated),-29%,6,3%,0%,-1%,-3%,i,6%,-19%

Next part, overlapping the part above by four compounds.
Structure,PTHR1 ag,D3 antag,TDP43 rescue,GLP1R inv ag,GLP1R ag,Abeta rescue,Akt phos inh,aSyn rescue,FUS yeast rescue
CCCN(CC(=O)Nc1ccccc1C)C(=O)/C=C/c1ccc(OCC)c(OC)c1,5%,-12,5%,29%,2%,-9%,i,-4%,24%
Cc1nc(NC(=O)CSc2nnnn2C)sc1C,-1%[57.5 µM],-18,1%,3%,-4%,-2%,i,-1%,25%
CN(C)C(CNC(=O)c1cccc(S(=O)(=O)Nc2ccc(Br)cc2)c1)c1ccco1 (configuration not stated),i,?,0%,13µM*,12%,-3%,i,?,?
COc1ccc2c(c1)OC13CCCCC1C2C(C(=O)c1ccccc1)C(=O)N3 (configuration not stated),-29%,6,3%,0%,-1%,-3%,i,6%,-19%
Cc1cc(C)cc(N(CC(=O)N2CCN(Cc3ccccc3)CC2)S(=O)(=O)c2c(C)noc2C)c1,-1%,0,18%,-13%,5%,1%,i,1%&3%,-18%
O=C(NCc1ccncc1)c1cccc(S(=O)(=O)Nc2ccc(SC(F)F)cc2)c1,-92%[inhibitor],12,0%,-29%,-6%,22%,i,1%,2%
CC1CCN(C(=O)c2ccc3ccccc3c2)CC1,i,-20,-3%,?,2%,-7%,i,-6%,2%
O=C(Nc1ccn(CCCNCC2CCCO2)c(=O)n1)OCc1ccccc1 (configuration not stated),i,0,13%,9%,-1%,7%,i,-1%,-25%
c1ccc(C2=Nn3c(nnc3-c3cccs3)SC2)cc1,i,-18,10%,73%[activator],19%,-22%,i,-1%,5%
Cc1nn(-c2ccccc2)nc1C(=O)Nc1nnc(C(F)(F)F)s1,-30%,11,6%,-6%,5%,3%,i,5%,0%
CCc1nc2ccc(C(=O)NCc3ccccc3OC)cn2c1N(C)Cc1ccc(OC)cc1,-2%,13,28%,?,17%,5%,i,2%,12%
C[C@H](NC(=O)c1nc[nH]c1C(=O)N[C@@H](C)C(=O)OCc1ccccc1)C(=O)OCc1ccccc1,i,3,20%,-11%,8%,-6%,i,0%,?
O=C(Nc1c(F)c(F)c(F)c(F)c1F)NC1CCCCC1,i,13,-21%,0%,3%,-3%,i,1%,28%
c1ccc2scnc2c1,-24%,14,?,12%,-5%,2%,i,2%,-28%
C[C@@H]1CN([C@H](C)CO)C(=O)CCCn2cc(nn2)CO[C@H]1CN(C)C(=O)CCC(F)(F)F,-24%,-17,5%,-5%,23%,-1%,i,-1%,-29%
COC(=O)c1c[nH]c2c1-c1cc(C(=O)OCc3ccccc3)n(S(=O)(=O)c3ccc(C)cc3)c1C(=O)C2=O,-29%,11,?,?,-9%,-8%,i,0%,.
COc1cccc(C2c3c(oc4ccc(F)cc4c3=O)C(=O)N2CCN2CCOCC2)c1OC (configuration not stated),i,-27,14%,-21%,2%,2%,i,1%,-4%
Cc1ccc(CN(C(=O)COc2ccc([N+](=O)[O-])cc2)c2ccccn2)cc1,-35%[inhibitor],.,0%,-29%,.,-2%,.,.,36%
Cc1ccc(-n2c(=O)c3c(C)c(C(=O)N(C)C)sc3n(CC(=O)C(C)(C)C)c2=O)cc1C,i,.,2%,1%,.,-16%,.,.,3%
CC/C(=N\O)c1c(O)c2c(n(-c3ccccc3)c1=O)CCCC2,-19%,9,21%,27%,6%,5%,i,-5%,.
CC(=O)NC1CC2CCCC(C1)N2CC(=O)Nc1ccccc1 (configuration not stated),-12%,-23,14%,53%[activator],-3%,17%,i,9%,7%
CN(NC(=O)NN)c1ncc(C(F)(F)F)cc1Cl,i,43,4%,0%,17%,4%,.,.,-13%
COc1ccc(NC(=O)C2c3cc(OC)c(OC)cc3C(=O)N(C)C2c2cccnc2)cc1OC (configuration not stated),i,13,5%,3%,-1%,6%,i,4%,0%
O=c1oc2ccc(Br)cc2cc1-c1csc(-c2ccccc2)n1,i,.,?,8%,.,0%,.,.,-24%
COc1ccc(C2C(C(=O)Nc3ccccc3)=C(C)Nc3nc(-c4ccc(Cl)cc4)nn32)cc1 (configuration not stated),-28%,.,13%,?,.,-17%,.,.,14%
CCc1nnc(NC(=O)c2cccc(NC(=O)C(C)C)c2)s1,i,-13,1%,22%,4%,8%,i,3%,3%
COc1ccc(NC(=O)C2CCN(S(C)(=O)=O)CC2)cc1OC,16%,-26,0%,-1%,-5%,-4%,i,-2%,-5%
Cc1cnc(C(=O)Nc2c(-c3ccccc3)[nH][nH]c2=O)cn1,-3%,?,2%,-10%,.,-12%,i,-6%,-2%
Cc1nc2cc(NC(=O)CS(=O)(=O)c3ccccc3)ccc2s1,i,13,7%,11%,13%,4%,i,3%,6%
Cc1nc(C(F)(F)F)c(C(=O)O)cc1-c1nc(-c2ccccc2)cs1,-1%,-4,17%,8%,-8%,-5%,i,-8%,-33%
COc1cccc(C(=O)OCC(=O)N2CCc3ccccc32)c1OC,-3%,-7,-9%,12%,24%,10%,i,3%,25%
CSc1nc(O)c(C(c2ccc(OC(C)C)cc2)c2c(O)nc(SC)[nH]c2=O)c(=O)[nH]1,-27%,-10,17%,15%,-5%,-1%,i,1%,-15%
COc1ccc(NC(=O)N2CCc3c(sc4c3CCCC4)C2c2ccc(F)cc2)cc1 (configuration not stated),-21%,.,-1%,2.8µM*,.,-10%,.,.,?
Cc1c(N(C(=O)c2ccccn2)C2(C(=O)NC3CCCCC3)CCCCC2)c(=O)n(-c2ccccc2)n1C,-19%,-4,-10%,5%,3%,-17%,i,-9%,4%
COc1cccc(CN2CCC(Oc3ccc(C(=O)NCc4ccccn4)cc3)CC2)c1,i,-20,8%,-21%,-2%,-2%,i,2%,14%
Cc1ccccc1NC(=O)Cn1nc(C(F)(F)F)cc1C1CC1,-2%,1,4%,0%,-5%,0%,i,4%,0%
